Screens from PubChem.
PKA-R1A act = PKA-R1A complex activation. PKA-R1A dissociation, Cy5-IP20 fluorescence polarization; scaled: DMSO 0%, 113 µM cGMP 100%. P00514+P68181. hit rate 0.083% among 340,000. activation, % at 11.4 µM. AID 504707;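 active = percent activation above the mean of all tested compounds plus 3 SD, cut at about 19% in these data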;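 also: higher means more PKAc released from R1A so a rise in polarization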
AddAB inh = less growth of phage-infected E. coli with AddAB | E. coli expressing H. pylori AddAB, absorbance growth | hit rate 0.29% among 330,000 | inhibition, % at 11.9 µM | AID 435030; in the data active = inhibition above about 12%;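 also: 0% = vehicle wells of infected cells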
phage Ecoli inh = E. coli growth loss with phage present | growth absorbance | inhibition, % at 11.9 µM | hit rate 0.26% among 360,000 | AID 651602; in the data active = inhibition above about 11%
Arrestin-AP2 inh = inhibitors of human beta-arrestin and AP2 interaction; inhibition, % at 10 µM; FITC-arrestin peptide / GST-AP2 beads, flow cytometry; AP2 beta2 appendage carries R879A mutation; hit rate 0.31% among 340,000;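 active = inhibition above a set limit, near 3 SD of compounds lacking own fluorescence, cut at about 54% in these data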;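 also: plate controls were DMSO wells for no effect and 5 µM unlabelled arrestin peptide for full effect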
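Material – GST-tagged AP2 beta2-adaptin appendage (R879A) on 4 µm glutathione beads · Probe or stimulus – fluorescein-tagged arrestin peptide at 50 nM final · Timing – 12 min plus 1 h, RT · Detection – bead flow cytometry, FITC channel · Read-out basis – inhibition as reduced fluorescein signal on beads, percent · Medium – PBS plus Tween 20 (0.05%) and BSA (0.1%)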
MOR-DOR ag = OPRM1-OPRD1 heterodimerization agonism; P35372+P41143; cells, luminescence; activation, % at 9.3 µM; hit rate 0.3% among 340,000; in the data active = activation above about 18%;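 also: 0% = vehicle-treated cells and 100% = reference agonist; values of inactives mirror those of a sister screen read the other way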
Target sequence (P35372 whole entry, looked up): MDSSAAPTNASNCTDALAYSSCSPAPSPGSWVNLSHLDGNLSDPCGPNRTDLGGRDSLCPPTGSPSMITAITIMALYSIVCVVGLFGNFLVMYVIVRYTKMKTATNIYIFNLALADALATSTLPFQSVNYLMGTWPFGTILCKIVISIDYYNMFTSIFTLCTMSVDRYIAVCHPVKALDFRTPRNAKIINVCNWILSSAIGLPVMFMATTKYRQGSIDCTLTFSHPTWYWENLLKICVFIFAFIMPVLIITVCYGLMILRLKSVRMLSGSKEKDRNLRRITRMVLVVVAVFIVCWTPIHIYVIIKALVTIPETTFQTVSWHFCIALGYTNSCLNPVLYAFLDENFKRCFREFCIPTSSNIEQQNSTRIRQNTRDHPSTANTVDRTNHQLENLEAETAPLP
Target sequence (P41143 whole entry, looked up): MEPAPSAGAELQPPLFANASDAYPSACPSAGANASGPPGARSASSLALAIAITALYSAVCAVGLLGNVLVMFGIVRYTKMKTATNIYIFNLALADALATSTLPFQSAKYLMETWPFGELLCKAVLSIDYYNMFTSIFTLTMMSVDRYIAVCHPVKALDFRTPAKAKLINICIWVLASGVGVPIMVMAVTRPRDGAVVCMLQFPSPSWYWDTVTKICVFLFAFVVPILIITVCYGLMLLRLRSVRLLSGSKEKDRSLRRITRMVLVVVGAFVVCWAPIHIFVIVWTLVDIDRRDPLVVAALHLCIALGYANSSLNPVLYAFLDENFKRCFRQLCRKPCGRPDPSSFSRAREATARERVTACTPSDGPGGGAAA
OPRM1-OPRD1 inv = inverse agonists of human mu-delta opioid receptor heterodimerization; AID 504357; hit rate 0.21% among 340,000; inhibition, % at 9.3 µM; cell-based MOR-DOR heterodimer luminescence, inverse agonism; in the data active = inhibition above about 22%, passing the limit was not always enough;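 also: 0% = cells with DMSO and 100% = wells without cells with DMSO; values of inactives mirror those of a sister screen read the other way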
Ecoli viability = reduces bacterial viability in AddAB counter-screen; inhibition, % at 11.9 µM; E. coli V3065 growth, OD600 absorbance, 18 h; hit rate 0.27% among 330,000;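 active = inhibition above the campaign's mean inhibition across all tested compounds plus 3 SD, cut at about 9.9% in these data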;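 also: uninfected addAB+ strain grown without phage in ampicillin broth; 0% = DMSO wells and 100% = ciprofloxacin 0.95 µg/ml wells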
Tat transport = blocks Tat-dependent protein export in E. coli | inhibition, % at 10 µM | hit rate 0.036% among 340,000 | E. coli MC4100 TorA-mCherry Tat export, fluorescence | AID 488895;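 active = mean replicate inhibition at least 50% and at least half of replicates individually reaching 50%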;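 also: exported cargo escapes ClpAP degradation while cytoplasmic cargo is degraded and loses fluorescence; 0% = median of neutral control wells and 100% = median of NaSCN control wells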
PfHsp90 set2 = inhibits growth of yeast expressing Plasmodium falciparum Hsp90; AID 504621; inhibition, % at 9.4 µM; hit rate 0.32% among 310,000; S. cerevisiae expressing PfHsp90, BacTiter-Glo ATP, 48 h; yeast lacking PDR1 and PDR3 efflux regulators;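 active = every replicate shows inhibition above about 80%, whatever the replicate mean, limit read from the data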;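 also: 0% = DMSO neutral controls and 100% = 20 µM radicicol positive controls; yeast relying on Plasmodium falciparum Hsp90 in place of its own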
Pemphigus Ab inh = inhibitors of pemphigus antibody binding to human desmoglein-3 | DSG3-coupled beads, scFv-anti-DSG3-GFP binding, flow cytometry; hits give low values | binding (percent of control), % at 10 µM | hit rate 0.48% among 310,000;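 active = binding more than 3 SD below its plate's average and above zero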;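 also: hits lower antibody fragment binding to DSG3; some compounds called inactive have numbers as strong as hits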
Mot1-301 SUMO = SUMOylation pathway inhibition by Mot1-301 growth rescue; S. cerevisiae Mot1-301 growth rescue, ATP luminescence, 38.5C; percent above DMSO median, 100 means doubled; hit rate 1% among 320,000; growth rescue, % at 18.8 µM;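 active = every valid replicate shows activation above 250% relative to neutral control wells; inactive = the rest, any valid replicate at or below 250%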;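 also: OY570 slx delta 5 strain wells were the positive control but not used for scaling; some compounds called inactive have numbers as strong as hits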
* marks the source's active call; other numbers are inactive results; / = no result given.

SMILES	PKA-R1A act	AddAB inh	phage Ecoli inh	Arrestin-AP2 inh	MOR-DOR ag	OPRM1-OPRD1 inv	Ecoli viability	Tat transport	PfHsp90 set2	Pemphigus Ab inh	Mot1-301 SUMO
Cn1c(=O)c2c(nc(N/N=C/c3ccc(OC(=O)c4ccco4)cc3)n2Cc2ccc(F)cc2)n(C)c1=O	-8	0.1	1.2	7	-1.9	9	-0.2	12	-4	82	7
CCOC(=O)N1CCC(NC(=O)c2cc(C(=O)Nc3ccc(S(=O)(=O)N4CCCCC4)cc3)ccc2CO)CC1	-7	1.1	2.1	-6	-2.3	12	1.7	-8	-12	100	-26
CCCOc1cc(C)c(S(=O)(=O)NCc2cccs2)cc1C	-10	0.7	0.6	-3	9.2	-37	-1.5	20	-33	/	51
c1nc2ccc(Cc3ccc4nc[nH]c4c3)cc2[nH]1	2	4.3	1.5	-3	-2.2	10	-0.2	-6	-5	106	1
CCCCn1c(N)c(N(CCOC)C(=O)c2c(C)noc2C)c(=O)[nH]c1=O	9	0.6	-2.1	-15	-1.2	8	0.8	2	25	108	247
CC(C)OC(=O)c1cc(C(=O)c2cc(Br)ccc2O)coc1=N	-8	0.8	0.8	17	0.9	-4	-0.1	0	5	103	-14
Cc1ccccc1C(=O)Nc1ccccc1C(=O)NCc1ccccc1	-5	-1.4	-0.6	18	1.6	-9	-1.9	-2	-14	99	-14
Cc1ccccc1NC(=O)NNC(=O)COc1ccc2ccccc2c1	-12	0.6	0.8	-12	-0.8	4	-0.6	-9	-7	122	2
CCOC(=O)COc1ccc2cc(C(=O)OCC)c(=O)oc2c1	-7	2.0	0.2	-43	-4.7	23	-1.0	2	-12	96	-15
COC(CNC(=O)C1CC(=O)N(CCc2ccccc2)C1)OC (stereo not drawn)	6	2.5	3.7	-7	-0.8	4	2.3	-3	-48	106	-5
CCOC(=O)C1CCN(C(=O)c2ccc(OC3CCN(C(=O)CCOC)CC3)cc2)CC1	-2	1.1	1.2	4	-3.0	15	-3.4	-3	3	/	-14
O=C(NCN1CCN(c2ccccn2)CC1)c1cnccn1	-2	-1.4	0.8	3	2.7	-15	2.1	-4	1	97	65
Cc1cc(=O)oc2cc(OCCCC[n+]3ccccc3)ccc12	-4	3.6	1.1	-16	-3.3	16	0.7	13	11	108	-23
CC1(C)CC(=O)c2sc(NC(=O)c3ccc4ncsc4c3)nc2C1	2	-3.5	3.0	-9	0.2	-1	0.5	-10	0	98	-15
CCOC(=O)NNC(=O)CCn1c2c(c3ccccc31)CCCC2	6	2.4	2.9	30	-1.3	6	-0.3	2	3	111	960*
CCN(CC)S(=O)(=O)c1ccc(OCC(=O)NCc2ccccc2)cc1	-14	-2.7	0.2	-3	-1.6	9	0.2	-13	6	103	-7
CCC(C)n1nnc2c(=O)oc3ccccc3c21 (stereo not drawn)	-1	0.3	/	-1	0.7	-4	0.9	-4	12	104	99
Cc1ccc2oc(-c3ccc(NC(=O)c4ccc5c(c4)OCO5)cc3)nc2c1	0	4.8	3.1	18	2.0	-11	0.3	-5	-23	104	-13
CN(C(=O)c1ccc(NC(=O)Cc2cccc(NC(=O)C3CCN(C(=O)C4CCCCC4)CC3)c2)cc1)C1CCCC1	-8	1.6	1.0	15	-0.6	3	-0.9	10	/	101	-6
COc1ccc(C(=O)c2c(C)oc3ccc(O)cc23)cc1	-2	/	2.8	31	-1.8	8	/	-4	-45	100	10
O=C(/C=C/c1ccc(S(=O)(=O)N2CCOCC2)cc1)OCC(=O)c1ccc([N+](=O)[O-])cc1	-4	3.0	4.3	35	1.9	-10	-0.9	1	-2	88	2
C/C(=N/NS(=O)(=O)c1ccc(Cl)cc1)c1ccc2c(c1)OCO2	-2	1.2	1.1	-6	-3.4	17	0.5	-2	9	109	-12
Cc1ccc(Nc2nnc(SC3CCOC3=O)s2)cc1 (stereo not drawn)	-8	1.4	3.2	8	-0.5	3	0.4	1	0	83	-10
O=C(CCN1C(=O)/C(=C\c2cccs2)SC1=S)NC1=NCCS1	-1	2.0	6.4	0	-3.6	19	-1.1	-2	-19	94	-3
CCOc1ccc(N(CC(=O)NC2CCCC(C)C2C)S(=O)(=O)c2c(C)noc2C)cc1 (stereo not drawn)	-3	3.3	3.0	15	-1.1	6	-2.8	-7	5	111	5
Going on with the list:
SMILES	PKA-R1A act	AddAB inh	phage Ecoli inh	Arrestin-AP2 inh	MOR-DOR ag	OPRM1-OPRD1 inv	Ecoli viability	Tat transport	PfHsp90 set2	Pemphigus Ab inh	Mot1-301 SUMO
CC(C)CN1CCC(=O)N([C@H](COc2ccccc2)Cc2ccccc2)CC1	-2	2.1	0.5	5	7.4	-42	1.4	-1	-5	109	114
COc1ccc(S(=O)(=O)Nc2nnc(C(C)C)s2)cc1	4	1.7	0.9	35	-0.7	4	-1.4	3	0	/	87
Cc1ccccc1C(=O)NNC(=O)CCCCC(=O)NNC(=O)c1ccccc1C	4	1.9	3.5	16	-1.0	5	-0.5	-10	-3	117	16
O=C(COC(=O)CNC(=O)c1ccco1)Nc1ccccc1OC(F)F	1	2.2	1.4	-5	-1.3	7	3.1	8	0	104	-25
Nc1nc(SCC(=O)NCCO)nc2sc3c(c12)CCCC3	-14	2.0	3.2	4	-1.6	9	-0.7	0	-32	98	5
Cc1ccc(NS(=O)(=O)c2ccc(Br)s2)cc1S(=O)(=O)N1CCOCC1	3	-1.2	1.8	10	-1.3	7	2.8	-3	-2	91	6
Cc1cc(C)n2cc(CSc3nnc(-c4ccccc4)c(-c4ccccc4)n3)nc2n1	-6	/	2.8	-8	-2.2	11	/	-5	10	93	/
O=C1CSC(c2cn(-c3ccccc3)nc2-c2cccs2)N1CC1CCCO1 (stereo not drawn)	-9	1.8	1.8	7	-1.3	6	2.2	13	11	99	12
CCOc1cc(/C=C2\SC(=N)N(c3nonc3N)C2=O)ccc1OCC(N)=O	-2	3.5	2.4	1	-3.7	17	2.0	-5	-11	97	8
Cc1nc(N)sc1-c1nnc(SCC(=O)Nc2nccs2)n1C	6	-0.2	0.6	7	-2.0	8	0.2	1	3	118	-8
CC1(C)CC2(CC(c3ccccc3F)c3cc(Cl)c(O)cc3O2)NC(=S)N1 (stereo not drawn)	-2	3.6	5.0	-21	-3.3	19	1.3	8	-13	102	3
COc1ccccc1CNC(=O)C/C(C)=N/NC(=O)Cc1ccccc1	0	0.7	2.9	4	0.1	-1	0.1	-3	/	/	18
COc1ccc(OC)c(-n2nnnc2SCC(=O)Nc2ccc(C(=O)N3CCCCC3)cc2)c1	0	1.5	-0.2	3	-2.9	14	0.5	1	31	124	6
CCOc1ccc(CCNC(=O)COC(=O)c2cc(=O)[nH]c3ccccc23)cc1OCC	2	0.5	4.0	-9	-3.3	18	-0.4	-1	-6	112	7
CC1CC(C)CN(C(=O)c2ccc(-c3ccc([N+](=O)[O-])cc3)o2)C1 (stereo not drawn)	-11	-1.0	1.0	9	3.9	-21	1.8	-4	9	101	147
Cc1cc[n+](CC(=O)c2cccs2)cc1	-5	-0.3	1.6	27	-2.9	16	-1.1	-6	6	91	1
COc1ccc(COC(=O)c2ccc(S(=O)(=O)N3CCC(C)CC3)cc2)cc1	-9	/	-0.2	33	0.5	-3	/	-8	-10	112	-1
CSC1=NCCN1C(=O)C(C)Oc1ccccc1 (stereo not drawn)	3	2.6	0.5	9	-0.6	3	-2.5	11	17	/	-16
Cc1ccc(C(=O)CSc2ncn[nH]2)cc1	-15	0.0	0.5	-1	-3.0	15	2.0	2	-18	99	-5
COc1ccc(-c2cn(Cc3ccc(C(N)=O)cc3)c(CCN)n2)cc1	-1	1.1	-1.1	1	-2.2	12	-2.9	-2	-7	/	-4
CCc1ccc(-c2nc(CS(=O)CC(=O)NCc3ccco3)c(C)o2)cc1 (stereo not drawn)	-6	3.9	1.8	-2	-3.2	17	0.2	-3	-8	102	-5
Cc1ccc(C2(c3noc(CN(C)CC4COCCO4)n3)CCCC2)cc1 (stereo not drawn)	-8	0.1	2.1	13	6.3	-33	-4.2	-8	/	127	0
CCc1ccccc1NC(=O)CNCC(=O)Nc1ccccc1CC	2	0.1	2.4	-1	-0.8	4	-1.8	-10	-14	121	-6
CCCNC(=S)N1CCC(Cc2ccccc2)CC1	8	-2.0	-0.4	16	0.6	-3	1.6	16	-2	100	17
CC(c1ccon1)N(C)Cc1cn(C)nc1-c1cccc(Cl)c1 (stereo not drawn)	6	3.3	2.9	8	-2.4	15	-1.2	-1	6	85	-11
Later entries.
SMILES	PKA-R1A act	AddAB inh	phage Ecoli inh	Arrestin-AP2 inh	MOR-DOR ag	OPRM1-OPRD1 inv	Ecoli viability	Tat transport	PfHsp90 set2	Pemphigus Ab inh	Mot1-301 SUMO
CCOc1ccccc1OCCC(=O)N1CCN(S(=O)(=O)c2ccccc2[N+](=O)[O-])CC1	-7	0.8	2.9	21	-0.6	2	0.9	-10	6	92	1
CCOC(=O)CNC(=O)CN1C(=O)CCS(=O)(=O)c2ccccc21	-4	0.4	0.5	6	-2.3	13	0.7	-8	1	100	184
CCCNC(=O)C/C(C)=N/NC(=O)COc1ccc(C)cc1Br	-1	-0.8	2.0	2	4.4	-23	-2.9	-1	15	89	13
O=C(Nc1cc(S(=O)(=O)N2CCCC2)ccc1Cl)C1=COCCO1	-3	-0.3	1.8	3	-0.8	4	-1.1	-5	7	/	3
Cc1ccc(NC(NC(=O)Cc2ccccc2)C(Cl)(Cl)Cl)cc1 (stereo not drawn)	-20	/	-0.1	-1	5.0	-22	/	8	-14	98	/
COc1cccc2c(=O)n(CC(=O)N3CCc4ccccc43)ccc12	-5	1.5	1.7	3	-2.4	13	-1.3	-9	-18	73	2
Cc1ccc(C2SCC(=O)N2Cc2ccccc2)cc1 (stereo not drawn)	-12	-0.5	-2.0	8	-0.7	3	0.6	-1	2	99	-4
CC(C)(C)C(=O)CC1(O)C(=O)N(Cc2ccccc2)c2ccccc21 (stereo not drawn)	-4	1.3	/	0	-1.6	9	-1.3	2	-5	/	18
CCOC(=O)c1ccc(OC)c(OC)c1Cl	0	3.6	2.5	-4	-2.4	13	2.5	2	8	112	295
COc1ccc(N(CC(=O)NCCc2ccccc2)C(=O)c2csnn2)cc1	-5	4.0	-1.5	21	-0.1	1	0.4	-8	-10	94	-5
Cc1ccc2nc(-c3ccccn3)[nH]c2c1	5	4.8	3.3	39	-3.5	17	1.2	5	26	116	-8
COc1ccc(C)cc1NC(=O)C1CCN(S(=O)(=O)c2ccc3c(c2)NC(=O)CO3)CC1	-4	3.2	1.3	17	-3.8	20	1.2	-1	-9	100	18
COc1cc(/C=C2/CC(C)OC2=O)c([N+](=O)[O-])cc1OC (stereo not drawn)	-10	2.0	1.2	10	-1.3	7	1.5	-5	-5	108	29
